Bioassay records from PubChem BioAssay.
TbPYK inhibitor – inhibitors of Trypanosoma brucei pyruvate kinase; hit rate 0.12% among 410,000; Q57TT1; TbPYK enzyme, Kinase-Glo Plus ATP luminescence, 45 min; Potency, µM (highest dose often 76.8 µM), without a hit: at the top dose activity, negative = inhibition, actives largely listed as inhibitors; note: potency is the fitted concentration of half-maximal effect; nearly all actives have a fitted effect of over 50% in size
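Quantitative HTS: titrated library compounds versus trypanosomal pyruvate kinase in TEA buffer (pH 7.2) containing KCl, MgCl2, BSA and Tween-20. Reactions were initiated with ADP, 130 uM final. Kinase-Glo Plus luminescence was read after 45 min at RT.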
AMA1-RON2 inh – inhibitors of Plasmodium falciparum AMA1-RON2 interaction; AlphaScreen AMA1-biotinylated RON2 peptide binding; Potency, µM (series often up to 58.2 µM), without a hit: at the top dose activity change, negative = inhibition, hits mostly inhibitors; hit rate 0.2% among 360,000;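 note: potency is the fitted concentration of half-maximal effect; 0% = vehicle wells and -100% = peptide control; nearly all actives have a fitted effect of over 45% in size; some results filed as inactive show a strong effect at the top dose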
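AMA1 (3D7) with his tag at 25 nM final met compounds first, then biotinylated RON2 peptide at 25 nM; detection used donor plus acceptor beads, 10 µg/mL apiece, read by AlphaScreen after 30 min at room temperature.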
AmpC inh detg – blocks E. coli AmpC beta-lactamase in detergent assay | Potency, µM (top dose mostly 114 µM), without a hit: at the highest dose activity change, negative = inhibition, actives largely listed as inhibitors | AID 485294 | AmpC hydrolysis of nitrocefin, absorbance 480 nm, 0.01% Triton | P00811 | hit rate 0.041% among 370,000;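 note: potency is the fitted concentration of half-maximal effect; 0% = no-compound wells and -100% = no-enzyme wells; nearly all actives have a fitted effect of over 25% in size; some results filed as inactive show a strong effect at the top dose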
Target sequence (P00811 whole entry, looked up): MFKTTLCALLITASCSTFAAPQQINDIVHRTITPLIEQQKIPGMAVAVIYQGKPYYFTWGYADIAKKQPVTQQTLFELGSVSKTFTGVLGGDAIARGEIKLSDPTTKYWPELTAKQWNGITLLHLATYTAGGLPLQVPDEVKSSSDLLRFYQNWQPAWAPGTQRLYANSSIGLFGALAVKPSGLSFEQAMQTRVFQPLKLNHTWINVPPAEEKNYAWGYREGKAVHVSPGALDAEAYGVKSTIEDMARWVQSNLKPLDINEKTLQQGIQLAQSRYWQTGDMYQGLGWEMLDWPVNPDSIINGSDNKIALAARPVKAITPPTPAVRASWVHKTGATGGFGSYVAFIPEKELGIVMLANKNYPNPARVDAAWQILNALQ
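20 mM phosphate pH 7.0 + 0.01% (detergent screen) or 0.0001% Triton X-100; 5.3 nM AmpC reagent; cpd preinc 15 min RT; nitrocefin (800 uM stock) to start; A480 q20 s × 4 min; Activity was normalised to no-enzyme and no-compound control wells.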
LmPK inhibitor – inhibitors of Leishmania mexicana pyruvate kinase; Q27686; purified LmPK, Kinase-Glo ATP luminescence, 1 h; hit rate 0.37% among 290,000; Potency, µM (highest dose often 57.5 µM), inactives show at the highest dose activity change, negative = inhibition, most hits filed as inhibitors; note: potency is the fitted concentration of half-maximal effect
Target sequence (Q27686 whole entry, looked up): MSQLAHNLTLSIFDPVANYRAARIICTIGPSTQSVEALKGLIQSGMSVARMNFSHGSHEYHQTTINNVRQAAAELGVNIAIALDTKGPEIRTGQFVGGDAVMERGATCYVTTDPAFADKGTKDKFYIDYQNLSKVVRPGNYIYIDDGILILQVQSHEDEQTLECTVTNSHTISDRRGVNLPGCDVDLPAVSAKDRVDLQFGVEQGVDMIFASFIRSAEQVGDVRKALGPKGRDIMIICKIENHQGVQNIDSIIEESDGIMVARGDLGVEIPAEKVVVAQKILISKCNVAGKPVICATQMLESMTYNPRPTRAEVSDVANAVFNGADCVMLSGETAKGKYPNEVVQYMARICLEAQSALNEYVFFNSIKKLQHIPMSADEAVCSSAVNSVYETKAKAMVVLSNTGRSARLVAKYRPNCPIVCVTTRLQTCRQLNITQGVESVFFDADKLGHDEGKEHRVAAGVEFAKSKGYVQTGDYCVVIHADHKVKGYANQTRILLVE
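ATP generated from ADP (0.1 mM) and PEP (0.5 mM) by 0.1 nM LmPK over 1 h at room temperature (pH 7.2 imidazole buffer) was detected by coupled luciferase luminescence. Values were normalized to uninhibited and no-enzyme wells.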
Sm TGR inh – inhibitors of Schistosoma mansoni thioredoxin glutathione reductase; hit rate 3% among 360,000; Q962Y6; Potency, µM (top dose mostly 114 µM), for inactives: at the top dose activity change, negative = inhibition, usual class: inhibitors; purified TGR, DTNB reduction, TNB absorbance 405 nm; note: potency is the fitted concentration of half-maximal effect; nearly all actives have a fitted effect of over 60% in size
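Kinetic colorimetric format: TGR-catalysed, NADPH-driven DTNB reduction monitored via TNB absorbance. Enzyme dispensed at 20 nM; compound exposure 15 min at room temperature before reaction start.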
AmpC no deterg – AmpC beta-lactamase inhibition without detergent; AmpC nitrocefin hydrolysis, absorbance 480 nm, 0.0001% Triton; Potency, µM (highest dose often 57.1 µM), inactives show at the highest dose activity change, negative = inhibition, actives largely listed as inhibitors; hit rate 0.52% among 330,000;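 note: potency is the fitted concentration of half-maximal effect; plate controls were no compound for no effect and no enzyme for full effect; nearly all actives have a fitted effect of over 20% in size; some results filed as inactive show a strong effect at the top dose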
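20 mM phosphate pH 7.0 + 0.01% (detergent screen) or 0.0001% Triton X-100; 5.3 nM AmpC reagent; cpd preinc 15 min RT; nitrocefin (800 uM stock) to start; A480 q20 s × 4 min; Activity was normalised to no-enzyme and no-compound control wells.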
HCMV antiviral – inhibitors of human cytomegalovirus; HFF cells, HCMV-luciferase reporter, 72 h; hits give low values; hit rate 4.5% among 410,000; activity change, negative = inhibition, % at 57.5 µM; in the data active = activity change below about -60%; inconclusive = no clear call, values can overlap the other calls; inactive = above about -39%
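Human foreskin fibroblasts infected with luciferase-reporter HCMV at MOI 1 PFU/cell, compounds at two doses. Luciferase measured 72 h post infection; normalized to buffer-only basal and Salinomycin (10uM) controls.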
Starred values were filed as active, the others as inactive; ? = inconclusive; · = not tested or not shown; & = joins results of further samples; ! = not confirmed by another sample; [ ] = another dose, or the depositor's remark. Unless noted, calls come from the whole dose curve; as a rule, active = well fitted curve in the direction sought with a large enough effect; inconclusive = small, poorly fitted or top-dose-only effect, or another doubt; inactive = no such curve, though single readings can be large; an effect the other way counts as inactive or inconclusive. Unless noted, % is set by controls: 0 for no effect and ±100 for the full control effect.

SMILES	TbPYK inhibitor	AMA1-RON2 inh	AmpC inh detg	LmPK inhibitor	Sm TGR inh	AmpC no deterg	HCMV antiviral
O=C(COC(=O)c1nc(Cl)ccc1Cl)c1ccccc1Cl	-1%	9%	-11%	·	4%	-16%	-10
CCOc1ccc(S(=O)(=O)N(C)c2ccc(OCC(=O)OCc3c(C)noc3C)cc2)cc1	-5%	1%	-3%	0%	6%	39%	47
O=C(Nc1cccc(Cl)c1)c1ccc(NC2=NC3CS(=O)(=O)CC3S2)cc1 (stereo not given)	-6%	59%[activator]	-11%	2%	2%	-7%	28
Cc1nc(SCc2cc(=O)c3cccc(F)c3[nH]2)n[nH]1	0%	·	19%	·	0%	·	11
CC(=O)c1cccc(NC(=O)C(C)OC(=O)C2CCC2)c1 (stereo not given)	5%	-9%	2%	-1%	1%	-5%	0
O=C(Nc1ccccc1Cl)N1C2CCC1CC(O)(c1cccnc1)C2 (stereo not given)	-10%	-1%	?	-1%	·	-16%	?
CC(C)CN(C(=O)COC(=O)CCSc1ccc(F)cc1)c1c(N)n(Cc2ccccc2)c(=O)[nH]c1=O	2%	-2%	-13%	·	-3%	-9%	14
Cc1cc2ccccc2c(=O)n1CC(=O)NCC(=O)N(C)Cc1ccccc1	2%	4%	-7%	-11%	-18%	-18%	19
Oc1cccc2nc3ccccc3nc12	0%	63%[activator]	0%	-2%	?	-7%	6
CCCCOC(=O)CSC1=C(C#N)C(c2ccc3c(c2)OCO3)CC(=O)N1 (stereo not given)	1%	-8%	?	-1%	3%	-16%	-33
COc1ccc(C2C(=O)N(C3CCCCC3)CC(=O)N2CCC2=CCCCC2)cc1 (stereo not given)	-3%	·	-3%	·	-1%	·	?
CCOc1ccccc1OCC(O)CNC (stereo not given)	2%	-9%	1%	-5%	-18%	·	9
COc1ccccc1CNC(=O)Nc1cccs1	?	-2%	-8%	6%	54%[activator]	-45%	111
Cc1ccc2c(c1)Oc1ccc([N+](=O)[O-])cc1C(=O)N2	5%	-13%	-3%	1%	1%	-18%	-2
Cc1cc(-c2ccccc2)n2nc(-c3ccc(Cl)cc3)cc2n1	3%	·	-7%	·	2%	·	-4
COCc1[nH]nc2c1C(c1ccccc1Cl)C(C#N)=C(N)O2 (stereo not given)	-6%	-2%	-15%	1%	-23%	-15%	21
CC(=O)Nc1c(C#N)c(-c2ccccc2)c(C#N)c(=O)n1-c1ccc(C)cc1	7%	-6%	·	·	·	·	11
O=C(Cn1nc(C(=O)O)c2ccccc2c1=O)NC12CC3CC(CC(C3)C1)C2	4%	3%	-10%	6%	6%	-28%	-34
COc1ccc2c(c1)C(C)=CC(C)(C)N2C(=O)CNCc1ccc2c(c1)OCO2	4%	?	?	0%	-3%	42%	-10
CCn1nc(NS(=O)(=O)c2ccc([N+](=O)[O-])cc2)c2cc3cccc(C)c3nc21	-3%	-11%	-2%	-14%	0%	-33%	?
N#Cc1nc(-c2ccc(OCc3ccccc3)cc2)oc1NCc1ccco1	-7%	-2%	?	-1%	-17%	-25%	-4
CCOC(=O)C1=C(C)NC2=C(C(=O)CC(C)(C)C2)C1c1ccc(O)c(OCC)c1 (stereo not given)	1%	5%	2%	-1%	-34%	7%	-33
COc1nc2c(c(-c3cc(Br)cs3)c1C#N)Cc1ccccc1-2	0%	-11%	-3%	10%	11%	-25%	9
CN(C)CCOc1ccc2ccccc2c1	26%	-26%	-7%	-4%	-10%	-20%	-14
COc1ccc(C(=O)OCC(=O)N2CC(=O)Nc3ccccc32)cc1Br	-7%	0%	-12%	·	0%	-9%	26
CC(C)NC(=O)c1cc(C2CCCCN2C(=O)c2ccc(C(C)C)cc2)on1 (stereo not given)	2%	9%	·	·	·	·	5
CC(c1ccccc1)C1CC(=O)N(c2ccccc2)C1=O (stereo not given)	-5%	-1%	?	4%	-10%	4%	4
COc1cc(SC)ccc1C(=O)N1CCCc2ccccc21	1%	5%	?	1%	-7%	-14%	14
O=C(CN1C(=O)CCc2cc(Br)ccc21)Nc1ccc(OC(F)(F)F)cc1	4%	·	14%	·	5%	·	11
COc1ccccc1C(=O)Nc1nnc(S(=O)(=O)N(C)Cc2ccccc2)s1	1%	9%	-8%	0%	-11%	-8%	59

Pulled by structure from the list above:
SMILES	TbPYK inhibitor	AMA1-RON2 inh	AmpC inh detg	LmPK inhibitor	Sm TGR inh	AmpC no deterg	HCMV antiviral
COc1cc(SC)ccc1C(=O)N1CCCc2ccccc21	1%	5%	?	1%	-7%	-14%	14
CN(C)CCOc1ccc2ccccc2c1	26%	-26%	-7%	-4%	-10%	-20%	-14

Next part.
SMILES	TbPYK inhibitor	AMA1-RON2 inh	AmpC inh detg	LmPK inhibitor	Sm TGR inh	AmpC no deterg	HCMV antiviral
CCOC(=O)/C(C#N)=C/c1ccc(OCC(=O)Nc2cc(C)ccc2C)c(OC)c1	-9%	-7%	1%	1%	3%	1%	-6
COC(=O)Cn1c(=NC(=O)c2cc(-c3cccs3)nc3ccccc23)sc2cc(S(N)(=O)=O)ccc21	1%	4%	-3%	4%	-5%	-7%	14
COCCN1CCN(C(=O)c2cc(COc3ccc(F)c(F)c3)on2)CC1	4%	-7%	2%	-3%	-11%	72%[activator]	17
O=C(N/N=C/c1ccccn1)c1cccc(S(=O)(=O)Nc2ccccc2Cl)c1	-10%	85%[activator]	-6%	-1%	61%[activator]	-45%	15
COCCOC(=O)C1=C(C)NC(=O)NC1c1c(Cl)nc2ccccn2c1=O (stereo not given)	-12%	-16%	-11%	-4%	1%	-11%	-16
CCCNC(=O)c1c(N)n(CC2CCCO2)c2nc3ccccc3nc12 (stereo not given)	1%	31%[activator]	-17%	-3%	-17%	178%[activator]	-7
CC(C)c1ccc(/C=C/C(=O)N2CCc3ccccc3C2)cc1	13%	8%	-8%	-1%	-3%	-15%	-8
CCCCOC(=O)c1cc(-c2ccc(/C=N/n3cnnc3)o2)ccc1Cl	5%	-15%	·	·	·	·	14
COc1cc(NS(=O)(=O)c2ccc(F)cc2)c(OC)cc1NC(=O)C1CC1	·	·	-12%	4%	-30%	-20%	·
CC1(C(=O)NCc2ccc3c(c2)OCO3)CCN1Cc1csc2ccccc12 (stereo not given)	-4%	-15%	·	·	·	·	-21
COc1ccc(CCNC(=O)c2ccc3c(c2)CCN3S(C)(=O)=O)cc1	-6%	·	24%	·	4%	·	1
Cc1nn(-c2ccccc2)c(C)c1/C=N/NC(=O)c1cc(-c2cccc3ccccc23)n[nH]1	-5%	-26%	-7%	8%	-16%	-12%	-3
Cc1cccn2c(=O)c(/C=C3\SC(=S)N(CC(C)C)C3=O)c(NCCCOC(C)C)nc12	-9%	39%[activator]	1%	1%	2%	-13%	·
O=C(CSc1ncn[nH]1)N1CCCCC1	10%	3%	2%	-4%	-6%	-4%	?
COc1cc2c(=O)n(Cc3ccco3)c(=O)n(CC(=O)Nc3ccc(F)cc3)c2cc1OC	-8%	·	1%	·	-2%	·	12

Already shown: 9 of the compounds above.
SMILES	TbPYK inhibitor	AMA1-RON2 inh	AmpC inh detg	LmPK inhibitor	Sm TGR inh	AmpC no deterg	HCMV antiviral
CC(C)c1ccc(/C=C/C(=O)N2CCc3ccccc3C2)cc1	13%	8%	-8%	-1%	-3%	-15%	-8
CCCCOC(=O)c1cc(-c2ccc(/C=N/n3cnnc3)o2)ccc1Cl	5%	-15%	·	·	·	·	14
COc1cc(NS(=O)(=O)c2ccc(F)cc2)c(OC)cc1NC(=O)C1CC1	·	·	-12%	4%	-30%	-20%	·
CC1(C(=O)NCc2ccc3c(c2)OCO3)CCN1Cc1csc2ccccc12 (stereo not given)	-4%	-15%	·	·	·	·	-21
COc1ccc(CCNC(=O)c2ccc3c(c2)CCN3S(C)(=O)=O)cc1	-6%	·	24%	·	4%	·	1
Cc1nn(-c2ccccc2)c(C)c1/C=N/NC(=O)c1cc(-c2cccc3ccccc23)n[nH]1	-5%	-26%	-7%	8%	-16%	-12%	-3
Cc1cccn2c(=O)c(/C=C3\SC(=S)N(CC(C)C)C3=O)c(NCCCOC(C)C)nc12	-9%	39%[activator]	1%	1%	2%	-13%	·
O=C(CSc1ncn[nH]1)N1CCCCC1	10%	3%	2%	-4%	-6%	-4%	?
COc1cc2c(=O)n(Cc3ccco3)c(=O)n(CC(=O)Nc3ccc(F)cc3)c2cc1OC	-8%	·	1%	·	-2%	·	12

The listing continues:
SMILES	TbPYK inhibitor	AMA1-RON2 inh	AmpC inh detg	LmPK inhibitor	Sm TGR inh	AmpC no deterg	HCMV antiviral
CCCc1c(O)nc(SCC(=O)NCc2ccco2)[nH]c1=O	0%	-1%	-7%	2%[11.5 µM]	0%	-23%	-25
O=C(CSc1ccccc1)NCC1(N2CCOCC2)CCCCC1	0%	-6%	-9%	·	2%	2%	-77*
COc1ccc(CCNC(=O)COC(=O)c2ccc(F)c(S(=O)(=O)N3CCOCC3)c2)cc1	6%	10%	-1%	·	-14%	23%	-21
CC(C)CCCN1C(Nc2ccccc2)=NC[C@@H]1Cc1ccccc1	-2%	17%	-6%	-6%	-1%	-4%	·
CCOc1ccc(S(=O)(=O)N(CC(=O)N/N=C/c2cccs2)c2ccc(C)cc2)cc1	-1%	19%	-2%	2%	1%	-35%	-11
CCOC(=O)Cn1nnnc1C	0%	5%	0%	8%	8%	-23%	-7
CC(=O)C1=C(C)NC(SCC(=O)Nc2nccs2)=C(C#N)C1c1ccccc1Cl (stereo not given)	-26%	-7%[11.6 µM]	?	1%	-13%	?	?
O=c1[nH]c2c(c(=O)n1C1CCCCC1)CCC2	-7%	-1%	-1%	-6%	-4%	-11%	35
N=C(N)CCCOc1ccccc1-c1ccccc1	3%	-3%	?	-4%	-2%	-15%	9
COc1ccc(NC2CCCN(C(=O)c3ccc(C(C)=O)cc3)C2)cc1 (stereo not given)	-3%	-9%	-3%	-12%	-22%	-7%	21
CCCCN(C)CCCNC(=O)c1cn(CC)c2ccc(S(=O)(=O)N3CCc4ccccc4C3)cc2c1=O	-4%&2%	16%	-10%&1%	-1%	-9%&37%	132%[activator]	-68*!
CNS(=O)(=O)c1cccc(C(=O)OCC(=O)N2c3ccccc3NC(=O)C2(C)C)c1	5%	7%	?	·	-12%	-27%	42
